Assay outcomes: PubChem, National Center for Advancing Translational Sciences (NCATS)
TrxR1 inh: rat TrxR1 inhibition. O89049. hit rate 1% among 390,000. AID 588453. recombinant rTrxR1, NADPH fluorescence consumption, selenite substrate. Potency, µM (doses to about 114 µM), inactives show top-dose activity change, negative = inhibition, usual class: inhibitors; further: potency means the concentration at half of the fitted maximal effect; on the % scale 0 is the no-effect control and ±100 the full control effect; nearly all actives have a fitted effect of over 65% in size
Target sequence (O89049 whole entry, looked up): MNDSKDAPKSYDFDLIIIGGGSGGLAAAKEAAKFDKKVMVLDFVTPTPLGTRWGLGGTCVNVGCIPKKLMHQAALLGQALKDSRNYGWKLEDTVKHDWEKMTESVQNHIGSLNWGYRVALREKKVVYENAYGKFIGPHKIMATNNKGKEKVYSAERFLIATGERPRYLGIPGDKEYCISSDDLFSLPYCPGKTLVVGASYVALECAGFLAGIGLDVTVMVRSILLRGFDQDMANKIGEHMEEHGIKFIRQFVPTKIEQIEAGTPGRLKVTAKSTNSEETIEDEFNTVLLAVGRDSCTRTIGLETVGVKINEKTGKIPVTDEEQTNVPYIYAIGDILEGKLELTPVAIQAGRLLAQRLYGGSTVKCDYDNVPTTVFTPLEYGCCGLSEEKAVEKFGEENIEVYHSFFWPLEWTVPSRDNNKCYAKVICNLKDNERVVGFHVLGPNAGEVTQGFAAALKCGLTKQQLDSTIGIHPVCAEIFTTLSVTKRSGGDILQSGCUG
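Rat TrxR1 (90 nM in the dispensed reagent) was pre-reduced with 400 uM NADPH for 5 min at room temperature, then incubated with compound for 15 min. After 400 uM selenite was added, NADPH fluorescence (Ex 340/Em 450 nm) was followed for 8 min.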
IDH1 R132H inh: inhibitors of human mutant IDH1 R132H; IDH1-R132H enzyme, NADPH consumption, diaphorase/resazurin fluorescence; AID 602179; hit rate 0.093% among 390,000; O75874; Potency, µM (top dose mostly 76.6 µM), without a hit: at the top dose activity change, negative = inhibition, usual class: inhibitors; further: potency means the concentration at half of the fitted maximal effect; on the % scale 0 is the no-effect control and ±100 the full control effect; nearly all actives have a fitted effect of over 65% in size
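IDH1-R132H (0.5 ug/mL dispensed) in pH 7.5 Tris buffer was preincubated 30 min with compound, then given a substrate mix of 0.016 mM NADPH and 2 mM alpha-KG for 80 min at room temperature; remaining NADPH was read by diaphorase/resazurin fluorescence.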
PGK inhibitor: inhibitors of T. brucei phosphoglycerate kinase | P07378 | PGK/GAPDH coupled, Kinase-Glo luminescence, 60 min | Potency, µM (top dose mostly 57.5 µM), without a hit: at the highest dose activity change, negative = inhibition, most hits filed as inhibitors | hit rate 0.043% among 380,000; further: potency means the concentration at half of the fitted maximal effect; on the % scale 0 is the no-effect control and ±100 the full control effect; nearly all actives have a fitted effect of over 60% in size
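Recombinant glycosomal PGK reaction used 1,3-bisphosphoglycerate generated in-well by GAPDH (100nM final) in 100mM TEA pH 7.6, 5mM MgCl2, 0.01% Tween-20. After 60 minutes at room temperature, ATP was read by Kinase-Glo Plus luminescence end-point.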
HP1b binding inh: inhibitors of HP1-beta chromodomain binding to methylated histone tails. AlphaScreen HP1-beta / biotin-H3K9me3 peptide binding. Potency, µM (doses to about 114 µM), without a hit: top-dose activity change, negative = inhibition, most hits filed as inhibitors. hit rate 0.56% among 390,000. AID 540317; further: potency means the concentration at half of the fitted maximal effect; nearly all actives have a fitted effect of over 70% in size; inactives centre near 23
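HP1-beta protein (50 nM final) preincubated 30 min at room temperature with biotinylated H3(1-18)K9me3 peptide (50 nM) in PBS pH 7.4, 0.01% Tween-20, then compound added for 30 min. AlphaScreen streptavidin donor/nickel chelate acceptor beads (10 ug/mL final), 30 min dark, luminescence read.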
Pin1 inhibitor: inhibitors of human Pin1; Q13526; Pin1 FP peptide displacement, HiFluor488, 10 min; Potency, µM (highest dose often 115 µM), for the others: at the top dose activity, negative = inhibition, actives largely listed as inhibitors; hit rate 0.009% among 390,000; active means well fitted inhibition curve with a large enough effect in the polarisation, with a control signal flat, not every such curve was filed as active; inconclusive means small, poorly fitted or top-dose-only effect, or effect the other way, or a change in a side signal; inactive means no such curve, though single readings can be large or run the other way; the % refers to the polarisation; further: potency means the concentration at half of the fitted maximal effect; on the % scale 0 is the no-effect control and ±100 the full control effect
TrxR1 substrate: substrates of rat thioredoxin reductase 1; O89049; purified TrxR1 substrate turnover, NADPH consumption readout; Potency, µM (top dose mostly 114 µM), for inactives: top-dose activity change, negative = substrate turnover; hit rate 0.01% among 390,000; AID 588456; further: potency means the concentration at half of the fitted maximal effect; on the % scale 0 is the no-effect control and ±100 the full control effect; nearly all actives have a fitted effect of over 50% in size
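Rat TrxR1, dispensed at 90 nM, was prereduced with 400 uM NADPH (final) for 5 min at ~22 deg C, then incubated with compound 15 min before 400 uM selenite. A first-read NADPH fluorescence drop versus no-compound background flagged substrates.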
GLS inhibitor: blocks human kidney-isoform glutaminase activity; O94925; GLS enzymatic activity, qHTS titration; Potency, µM (titrated, usually from 45.5 µM), without a hit: at the highest dose activity change, negative = inhibition, usual class: inhibitors; hit rate 0.21% among 410,000; AID 624170; further: potency means the concentration at half of the fitted maximal effect; on the % scale 0 is the no-effect control and ±100 the full control effect
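Two-point fluorescence kinetic (t0, 30 min RT) for hKGA; glutamate detected via glutamate oxidase–HRP–Amplex Red. Substrate: 1 mM L-glutamine solution; buffer 45 mM KH2PO4, pH 8.2.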
USP1-UAF1 inh: blocks the human USP1/UAF1 deubiquitinase complex | O94782 | recombinant USP1/UAF1, Ub-Rhodamine cleavage fluorescence | Potency, µM (top dose mostly 57.1 µM), inactives show top-dose activity change, negative = inhibition, most hits filed as inhibitors | hit rate 0.23% among 390,000; further: potency means the concentration at half of the fitted maximal effect; on the % scale 0 is the no-effect control and ±100 the full control effect; nearly all actives have a fitted effect of over 60% in size; inactives centre near -12
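USP1/UAF1 complex (1 nM) preincubated 15 min at room temperature with compound, then Ub-Rho substrate (150 nM final) added. Kinetic fluorescence at 480/540 nm over 6 reads at 60 s intervals; 50 mM HEPES pH 7.8, 0.5 mM EDTA, 0.1 mg/ml BSA, 1 mM TCEP, 0.01% Tween-20.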
PI4K2A inh: blocks human PI4K2A kinase activity; Q9BTU6; purified PI4K2A, ADP-Glo luminescence, 1 h; active compounds read low; activity change, negative = inhibition, % at 76.9 µM; hit rate 0.13% among 420,000; AID 1346378; in the data active means activity change below about -50%; inconclusive means mostly about -30% to -49%;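 further: -100% = wells without enzyme as full effect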
Target sequence (Q9BTU6 whole entry, looked up): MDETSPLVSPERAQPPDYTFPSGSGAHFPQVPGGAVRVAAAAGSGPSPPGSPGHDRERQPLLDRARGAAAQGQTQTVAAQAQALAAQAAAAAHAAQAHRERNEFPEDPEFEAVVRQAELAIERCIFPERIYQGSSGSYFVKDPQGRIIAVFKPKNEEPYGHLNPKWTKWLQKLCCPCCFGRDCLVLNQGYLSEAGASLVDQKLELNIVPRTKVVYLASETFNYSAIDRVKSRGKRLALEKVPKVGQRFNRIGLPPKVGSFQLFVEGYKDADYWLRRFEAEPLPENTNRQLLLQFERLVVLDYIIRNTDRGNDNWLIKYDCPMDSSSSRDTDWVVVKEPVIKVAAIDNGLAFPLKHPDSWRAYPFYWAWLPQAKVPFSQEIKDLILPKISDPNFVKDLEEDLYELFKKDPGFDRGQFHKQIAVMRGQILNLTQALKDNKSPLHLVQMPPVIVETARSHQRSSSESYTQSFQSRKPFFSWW
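Compounds are screened against recombinant PI4K2A using PI as substrate and ATP, the latter dispensed at 300 microM. Reactions run one hour at ambient temperature before ADP-Glo detection; full inhibition defined by wells lacking enzyme.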
An asterisk follows results filed as active; i = inactive; ? = inconclusive; · = no result given; & = joins results of further samples; [ ] = dose if it differs, or a comment. Unless noted, the call rests on the fitted dose curve; in most records, active means well fitted curve in the direction sought with a large enough effect; inconclusive means small, poorly fitted or top-dose-only effect, or another doubt; inactive means no such curve, though single readings can be large; an effect the other way counts as inactive or inconclusive. Some of the compounds tested; count on the stated rates, not on these rows.

canonical_smiles | TrxR1 inh | IDH1 R132H inh | PGK inhibitor | HP1b binding inh | Pin1 inhibitor | TrxR1 substrate | GLS inhibitor | USP1-UAF1 inh | PI4K2A inh
CCOC(=O)c1c(NC(=O)CSc2nnc(C)s2)sc2c1CCCCC2 | -16% | 1% | -3% | 17% | 7% | -9% | 9% | -6% | 2
O=[N+]([O-])c1ccc(C2CCCC/C2=N/OCc2ccc(F)cc2)c([N+](=O)[O-])c1 (centres undefined) | -7% | 2% | 0% | -33% | ? | -1% | · | -23% | 4
CCN(CC)S(=O)(=O)c1cccc(NC(=O)COC(=O)c2n[nH]c(=O)c3ccccc23)c1 | 11%[57.1 µM] | -3% | -3% | 7% | 5% | 7%[57.1 µM] | 66%[activator] | -24% | -4
CC(=O)N1N=C(c2ccc(NS(=O)(=O)c3ccccc3)cc2)CC1c1ccco1 (centres undefined) | -18% | -4% | -4% | 16% | 0% | 7% | 1% | -12% | -1
Cc1cccc(C)c1NC(=O)c1ccccc1C(=O)O | 29% | -4% | 0% | 35% | -3% | 3% | -4%&-10% | -24% | -1&0
Cc1ccccc1CCNC(=O)CCn1nc(C)c2c(C)n(-c3ccccc3)nc2c1=O | 9%[57.1 µM] | -6% | -5% | 52%[activator] | 0% | 3%[57.1 µM] | 4% | -10% | -2
Cc1nc(SCC(=O)NC(=O)NCCC(C)C)c2c(-c3cccs3)csc2n1 | -7% | 1% | 5% | 23% | -2% | -6% | 7% | -8% | 0
Nc1ccccc1-c1ccccc1N | 15% | 6% | 1% | 17% | -1% | 18% | 31%[activator] | -17% | 0
COc1ccc(NC(=O)c2ccc(-n3cncn3)c([N+](=O)[O-])c2)cc1 | -1%[57.1 µM] | -5% | -4% | 23% | -1% | -5%[57.1 µM] | 1% | -11% | 4
CCOc1ccccc1NC(=O)C(CC)Sc1nc2ccsc2c(=O)n1CCC(=O)O (centres undefined) | 18% | 6% | 2% | 31% | -7% | -5% | 8% | 1% | 1
Cc1onc(-c2ccccc2)c1-c1nnc(CN2CCN(S(=O)(=O)c3ccccc3F)CC2)o1 | -1% | 4% | -8% | 29% | 3% | -13% | 0% | -2% | -2
Cn1cc(S(=O)(=O)Nc2cccc(F)c2)c(=O)n(C)c1=O | -5%[57.1 µM] | 13% | -7% | 33% | -1% | 12%[57.1 µM] | 1% | -15% | -2
O=C(NCC1CCCO1)c1cccc(-n2cnnn2)c1 (centres undefined) | 3% | 16% | -18% | 29% | 3% | -1% | -4% | -1% | 0
COc1ccc(Cl)cc1C(=O)NCc1nc(-c2cccc(C)c2)no1 | 8% | 14% | -7% | 38% | 22% | -2% | -3% | -13% | -2
CCN(CC(=O)Nc1ccccc1OC)C(=O)C1CCCC1 | 0% | -3% | -7% | 31% | 3% | 0% | -5% | -14% | 6
COc1ccc(-c2sc3ccc(N4CCOCC4)cc3c2C#CC2(O)CCCCC2)cc1 | 43%[activator] | -13% | -9% | 34% | 20% | 20% | 2% | -20% | 2
COc1ccc(NC(=S)Nc2ccccc2SC)c(OC)c1 | -12%[57.1 µM] | 9% | 5% | -8% | 4% | 12%[57.1 µM] | -10% | -13% | -14
Cc1ccc(NC(=S)NCCN2CCOCC2)cc1C | 9% | 4% | 0% | 23% | 0% | 7% | 18% | -18% | -3
CN1N=C(C(C)(C)C)CC1=O | -62% | 2% | i | 25% | -15% | 11%[57.1 µM] | ? | ? | -25
CC1CN(Cc2cn(C)nc2-c2ccc(Oc3ccccc3)cc2)CCN1C (centres undefined) | 4%[57.1 µM] | 1% | 1% | 1% | 6% | 6%[57.1 µM] | 4% | -28% | -1

The final four records of the section before come first, to join the parts.
canonical_smiles | TrxR1 inh | IDH1 R132H inh | PGK inhibitor | HP1b binding inh | Pin1 inhibitor | TrxR1 substrate | GLS inhibitor | USP1-UAF1 inh | PI4K2A inh
COc1ccc(NC(=S)Nc2ccccc2SC)c(OC)c1 | -12%[57.1 µM] | 9% | 5% | -8% | 4% | 12%[57.1 µM] | -10% | -13% | -14
Cc1ccc(NC(=S)NCCN2CCOCC2)cc1C | 9% | 4% | 0% | 23% | 0% | 7% | 18% | -18% | -3
CN1N=C(C(C)(C)C)CC1=O | -62% | 2% | i | 25% | -15% | 11%[57.1 µM] | ? | ? | -25
CC1CN(Cc2cn(C)nc2-c2ccc(Oc3ccccc3)cc2)CCN1C (centres undefined) | 4%[57.1 µM] | 1% | 1% | 1% | 6% | 6%[57.1 µM] | 4% | -28% | -1
CC1Cc2cc(S(=O)(=O)N3CCN(c4ccccc4F)CC3)ccc2N1C(=O)C1CC1 (centres undefined) | 18% | 0% | -5% | 33% | 13% | -2% | -1% | -23% | 5
CN(C)CCCC(C)(O)C(Cc1ccccc1)c1ccccc1 (centres undefined) | -4% | 5% | i | 25% | -10% | -6% | 8% | -2% | -4
O=C(CSc1nc2ccc(Cl)cc2[nH]1)c1cccs1 | -5% | -11% | 1% | 6%[57 µM] | 8% | -4% | -6% | -6% | 3
CCOc1cc(N2CCOCC2)c(OCC)cc1NC(=O)CN1C(=O)NC2(CCc3ccccc32)C1=O (centres undefined) | 1% | 0% | i | 2% | 5% | -2% | 43%[activator] | -12% | -5
O=C(NC1CCCCCCC1)c1ccccc1O | 2%[57.1 µM] | -2% | 12% | 17% | 1% | 20%[57.1 µM] | 6% | -1% | 5
COc1ccc(CN2C(=O)c3ccccc3C2=O)cc1C(=O)OC(C)C(=O)NC(N)=O (centres undefined) | 5% | -13% | -8% | 23% | 2% | -3% | -3% | 0% | 3
CC(NC(=O)CCc1nnc(C2CCCCC2)o1)c1ccc(F)cc1 (centres undefined) | 14% | -2% | i | 34% | 0% | -3% | 2% | -2% | 9
Cc1c(-n2c(SCC(=O)C(C)(C)C)nc3ccccc3c2=O)c(=O)n(-c2ccccc2)n1C | 6%[57.1 µM] | 13% | -4% | 0% | 3% | -7% | 4% | -6% | -4
Cc1cc(C)nc(SCc2cn3cc(Cl)ccc3n2)n1 | 10%[57.1 µM] | 23% | -7% | 6% | -4% | 8%[57.1 µM] | 13% | -7% | 1
Cc1ccc(-c2ccc(CN3C(C(C)C)C(=O)N(Cc4cn(CC5CCCCC5)nn4)CCS3(=O)=O)cc2)cc1 (centres undefined) | · | -13% | -5% | · | · | · | -2% | -6% | -3
CC(=O)Nc1ccc(CN2CCN(CCC(C)C)C(CCO)C2)cc1 (centres undefined) | 33% | 7% | -5% | 51%[activator] | -7% | 13% | -3% | -12% | 4
O=S(=O)(Nc1cccc(S(=O)(=O)N2CCCCC2)c1)c1ccccc1F | 18% | -7% | -4% | -1% | 1% | 6%[57.1 µM] | -6% | 3% | -3
CCC(CC)NC(=O)COC(=O)c1cccc(C)c1O | -5% | -6% | 2% | 22% | 0% | -1% | 15% | 5% | 9
COC(=O)COc1ccc(S(=O)(=O)Nc2ccc(NC(C)=O)cc2)cc1 | 1% | 0% | i | 25% | -12% | 5% | -17% | -4% | 1
CC(C(=O)OCC(=O)Nc1ccccc1OC(F)F)N1C(=O)C2CC=CCC2C1=O (centres undefined) | · | 0% | -4% | · | · | · | 3% | -27% | -2
Cc1cc(S(=O)(=O)N(Cc2ccc3c(c2)OCO3)CC2CCCO2)ccc1-n1cnnn1 (centres undefined) | 8%[57.1 µM] | 2% | -7% | 37% | 0% | 8%[57.1 µM] | 1% | -26% | 0
COc1cc(C(=O)NCCc2ccc(F)cc2)ccc1OCC(=O)N1CCOCC1 | 21%[57.1 µM] | -8% | 3% | 15% | -2% | 9%[57.1 µM] | 15% | -15% | 0
CCOc1ccccc1NC(=O)C1=C(C)NC(=O)NC1c1cccc(OC)c1OC (centres undefined) | 5%[57.1 µM] | 3% | 1% | 6% | -2% | 3%[57.1 µM] | 1% | -12% | 0
COc1ccc(C(Cl)=C(c2ccc(OC)cc2)c2ccc(OC)cc2)cc1 | 13% | -7% | 9% | 52%[activator] | -3% | 6% | -1%&16% | -21% | 2&3

Random excerpt: 2 compounds from above.
canonical_smiles | TrxR1 inh | IDH1 R132H inh | PGK inhibitor | HP1b binding inh | Pin1 inhibitor | TrxR1 substrate | GLS inhibitor | USP1-UAF1 inh | PI4K2A inh
CCOc1cc(N2CCOCC2)c(OCC)cc1NC(=O)CN1C(=O)NC2(CCc3ccccc32)C1=O (centres undefined) | 1% | 0% | i | 2% | 5% | -2% | 43%[activator] | -12% | -5
Cc1cc(C)nc(SCc2cn3cc(Cl)ccc3n2)n1 | 10%[57.1 µM] | 23% | -7% | 6% | -4% | 8%[57.1 µM] | 13% | -7% | 1
